Rv3671c protease = Rv3671c (M. tuberculosis) protease inhibition; inhibition, % at 5.96 µM; 0.048% of 320,000 active; in the data active = inhibition above about 38%;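 note: extracellular domain of Rv3671c used as enzyme; 0% = enzyme with DMSO and 100% = no enzyme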
Target sequence (P9WHR9 whole entry, looked up, the tested form may be a part): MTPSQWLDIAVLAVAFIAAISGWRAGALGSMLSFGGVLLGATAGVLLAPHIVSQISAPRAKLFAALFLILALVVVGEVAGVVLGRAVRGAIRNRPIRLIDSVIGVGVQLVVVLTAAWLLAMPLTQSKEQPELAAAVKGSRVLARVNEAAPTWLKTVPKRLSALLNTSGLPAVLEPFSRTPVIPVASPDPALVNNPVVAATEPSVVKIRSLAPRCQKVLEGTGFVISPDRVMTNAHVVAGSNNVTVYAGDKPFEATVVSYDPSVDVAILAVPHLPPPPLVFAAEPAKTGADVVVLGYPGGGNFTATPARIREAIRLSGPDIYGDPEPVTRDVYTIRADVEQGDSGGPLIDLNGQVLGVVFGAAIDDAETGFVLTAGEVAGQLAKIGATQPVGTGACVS
3CLpro inhibitor = SARS-CoV 3CLpro protease inhibition. recombinant SARS-CoV 3CLpro, quenched FRET peptide cleavage. inhibition, % at 6 µM. 0.14% of 290,000 active. AID 1706; in the data active = inhibition above about 12%
BioA inh = inhibitors of Mycobacterium tuberculosis BioA enzyme. purified M. tuberculosis BioA enzyme, plate reader. inhibition, % at 9.99 µM. 0.096% of 360,000 active; in the data active = inhibition above about 40%; inconclusive = no clear call, values can overlap the other calls
Mtb FBA inh = Mtb fructose-bisphosphate aldolase inhibition; P9WQA3; purified M. tuberculosis FBA, fluorescence read-out; inhibition, % at 1 µM; 2.3% of 360,000 active; AID 588726; in the data active = inhibition above about 27%;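 note: 0% = vehicle and 100% = reference inhibitor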
Target sequence (P9WQA3 whole entry, looked up): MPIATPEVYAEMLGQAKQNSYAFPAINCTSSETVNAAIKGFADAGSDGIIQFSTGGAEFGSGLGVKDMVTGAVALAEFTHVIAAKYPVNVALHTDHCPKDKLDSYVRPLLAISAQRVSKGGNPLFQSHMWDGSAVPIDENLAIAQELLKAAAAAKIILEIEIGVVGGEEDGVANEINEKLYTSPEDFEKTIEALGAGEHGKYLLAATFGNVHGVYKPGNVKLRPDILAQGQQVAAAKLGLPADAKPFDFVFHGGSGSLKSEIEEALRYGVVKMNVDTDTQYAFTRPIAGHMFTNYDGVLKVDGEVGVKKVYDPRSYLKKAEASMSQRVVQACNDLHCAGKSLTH
SSB-PriA inh = K. pneumoniae PriA-SSBct interaction inhibition | inhibition, % at 33 µM | AlphaScreen SSBct-PriA binding, biotinylated peptide | AID 1272365 | 0.6% of 430,000 active; in the data active = inhibition mostly above about 37%, no sharp cut-off; inactive = mostly below about 20%;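 note: plate controls were negative control peptide for no effect and reference peptide for full effect; strong numbers were not always called active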
MazEF act = MazEF (E. coli) toxin RNase activation | FAM/BHQ RNA-DNA oligo cleavage fluorescence, 5 h | P0AE70 | 0.32% of 350,000 active | activation, % at 20 µM | AID 504720; in the data active = activation above about 50%
Target sequence (P0AE70 whole entry, looked up): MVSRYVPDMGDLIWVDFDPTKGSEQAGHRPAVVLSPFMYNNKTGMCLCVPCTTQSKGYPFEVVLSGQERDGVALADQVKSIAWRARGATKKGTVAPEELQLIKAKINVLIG
VHR inh abs = inhibitors of human VHR1 phosphatase (DUSP3) | 0.52% of 290,000 active | P51452 | AID 1654 | inhibition, % at 13.3 µM | recombinant VHR phosphatase, pNPP absorbance; in the data active = inhibition above about 50%; note: some compounds called inactive have numbers as strong as hits
Target sequence (P51452 whole entry, looked up): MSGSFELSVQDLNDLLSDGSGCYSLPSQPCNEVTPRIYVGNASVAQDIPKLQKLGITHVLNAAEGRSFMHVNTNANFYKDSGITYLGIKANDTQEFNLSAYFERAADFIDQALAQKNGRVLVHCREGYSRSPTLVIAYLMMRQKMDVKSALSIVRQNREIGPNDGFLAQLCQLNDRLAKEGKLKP
Vc quorum ag = induces V. cholerae light production without autoinducers. V. cholerae BH1578 lux reporter, luminescence, 6 h. activation, % at 18.7 µM. 0.16% of 350,000 active. AID 588436; in the data active = activation mostly above about 9.7%, no sharp cut-off; inconclusive = no clear call, values can overlap the other calls; inactive = mostly below about 3.7%; note: not every result past the cut was called active; inactives centre near 0; reference of the scale not given here
GDH-TPI inh = inhibits GDH-TPI coupling enzymes, artifact for Mtb FBA screen; inhibition, % at 4.8 µM; 1.2% of 360,000 active; AID 588335; GDH-TPI coupled enzyme counterscreen, NADH absorbance; in the data active = inhibition above about 30%;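 note: 0% = DMSO wells and 100% = wells lacking the enzyme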
UGM FP inh = blocks M. tuberculosis UGM enzyme | purified UGM, fluorescence polarization probe displacement | inhibition, % at 10 µM | 0.06% of 320,000 active | AID 504406; in the data active = inhibition above about 10%, passing the limit was not always enough; inconclusive = no clear call, values can overlap the other calls
The depositor's hits bear a star; i = inactive; ? = inconclusive; . = not tested or not shown; + = active, no number; & = joins results of further samples.

SMILES | Rv3671c protease | 3CLpro inhibitor | BioA inh | Mtb FBA inh | SSB-PriA inh | MazEF act | VHR inh abs | Vc quorum ag | GDH-TPI inh | UGM FP inh
CCOC(=O)C1CCN(C(=O)COC(=O)CNS(=O)(=O)c2ccc(SC)c([N+](=O)[O-])c2)CC1 | . | . | 0.5 | -1 | -16 | 1 | . | -1.2 | 5 | .
O=C(Nc1nccs1)C1Cc2ccccc2CN1S(=O)(=O)c1ccc(F)cc1 (centres undefined) | 3 | 1 | . | 0 | -4 | -3 | 14 | -0.3 | 4 | -0.1
COc1ccc(OC)c(NC(=O)CSc2nnc(Cn3c(=O)sc4ccccc43)n2C)c1 | 4 | -1 | 3.8 | -1 | -11 | 3 | 22 | -0.2 | -8 | -0.8
COc1ccc2ccc(O)c(CN3CCN(S(=O)(=O)c4cccc(C(F)(F)F)c4)CC3)c2c1 | -5 | . | -1.5 | 5 | -5 | -14 | . | i | 2 | .
O=C(NC1CCCC1)c1ccc(CS(=O)Cc2ccccc2Cl)o1 (centres undefined) | -2 | 1 | 0.5 | 0 | -7 | -59 | -27 | 1.8 | 3 | -0.1
CC1CN(C(=O)CCNC(=O)c2ccc(Cl)cc2)CC(C)O1 (centres undefined) | 4 | -3 | -3.0 | 5 | -1 | -5 | 2 | -0.8 | 6 | 0.2
Cc1ccc(OCc2nnc(SCCN3CCOCC3)n2C)cc1 | 4 | -2 | 2.3 | -10 | -11 | 1 | 19 | -1.3 | 3 | -1.0
Cc1sc2ncn(CCC(=O)O)c(=O)c2c1C | 7 | 5 | -0.7 | 0 | -3&-12 | 2 | 30 | -0.9 | 9 | -4.4
Cc1ccc(NC(=O)Nc2ccc(F)cc2)cc1Cl | -4 | -6 | -4.2 | -1 | -6 | -5 | 21 | -0.3 | 8 | -3.2
Cc1cccc(N/N=C2/COC(C)(C)CC2=O)c1 | 7 | -3 | 0.4 | 3 | . | 2 | -10 | -0.4 | 8 | -0.5
COc1ccc(N(C(=O)c2snc(C(N)=O)c2N)C(C(=O)NC2CCCC2)c2ccco2)cc1 (centres undefined) | -4 | -6 | 0.2 | 2 | 29 | 8 | 7 | -0.1 | 4 | 1.9
CCCOc1ccc(/C=C/C(=O)Nc2ccc([N+](=O)[O-])cc2C)cc1OC | 5 | 3 | -0.9 | -2 | -7 | -7 | 22 | i | 20 | 3.8
CCOC(=O)/C(C(N)=NCCO)=C(/O)c1ccccc1 | 8 | 1 | -2.2 | 1 | . | 8 | 8 | -1.3 | 22 | 1.7
Cc1cc(C)c(S(=O)(=O)NCc2ccc3c(c2)OCO3)cc1C | 0 | 3 | 0.1 | -1 | -19 | 9 | 1 | i | 3 | 1.4
NC(=O)c1c(NC(=O)CN2CCCC2)sc2c1CCCC2 | 3 | 0 | 0.8 | 2 | 2 | 8 | -16 | -0.3 | 6 | -2.9
O=C(O)/C=C/C(=O)Nc1ccccc1SC(F)(F)F | 6 | 1 | -2.1 | 0 | -3 | 7 | -4 | 0.1 | -1 | .
COc1ccc(-c2noc(CN(C)C(=O)Nc3ccccc3)n2)cc1 | -4 | 4 | . | -1 | -4 | 2 | 32 | -0.2 | 8 | -0.5
CC(=O)Nc1ccc(Nc2nc(Cl)nc(Nc3ccc(NC(C)=O)cc3)n2)cc1 | -8 | -2 | . | 3 | -11 | -5 | -5 | -1.4 | 6 | -0.4
FC(F)c1nnc2c(Cl)cc(C(F)(F)F)cn12 | -6 | -2 | . | 1 | -4 | 8 | 28 | -0.1 | 2 | 0.4
COc1ccc(/C=C/C(=O)NCCCN2CCCC2)cc1 | -8 | 1 | -1.9 | 1 | -8 | -1 | -9 | -0.8 | -2 | 0.2
CCCC(=O)Nc1ccc(-c2cn3cccnc3n2)cc1 | 7 | -1 | . | + | -5 | 7 | 13 | i | 18 | -1.9
Cc1cccc(NC(=O)/C(C#N)=C/c2ccccc2O)n1 | . | -4 | . | 7 | -7 | 4 | 2 | -0.8 | 7 | .
C[C@H](NC(=O)c1ccccc1F)C(=O)N1CCC2(CC1)NCCc1[nH]cnc12 | 0 | -3 | 0.0 | 4 | -3 | 2 | -4 | -0.2 | -3 | -1.1
Cc1nnc(SCC(=O)NC(=O)NC(C)(C)C)n1N | -12 | -2 | . | 3 | -6 | 3 | -9 | -0.3 | -4 | 1.3
Cc1cc(=O)oc(C)c1C(=O)NCCCN1C(C)CCCC1C (centres undefined) | -3 | -4 | . | -6 | -27 | 7 | 29 | -0.7 | 2 | 0.2
(further entries)
SMILES | Rv3671c protease | 3CLpro inhibitor | BioA inh | Mtb FBA inh | SSB-PriA inh | MazEF act | VHR inh abs | Vc quorum ag | GDH-TPI inh | UGM FP inh
C=CCNC(=O)c1ccccc1NC(=O)c1ccc(Cl)c(S(=O)(=O)Nc2cc(C)ccc2C)c1 | -116 | -3 | 0.1 | 1 | 1 | -1 | 0 | -1.7 | -6 | 0.7
CCOC(=O)c1c(C)n2c3c(cc(C)cc13)CCC2 | -8 | 3 | 0.6 | 0 | -6 | 1 | 10 | 0.6 | -5 | -2.2
O=C(c1ccc(Oc2ccc(C(F)(F)F)cn2)cc1)N1CCN(c2ccccc2)CC1 | 4 | 1 | -0.7 | 0 | 1 | -4 | 19 | -3.3 | 15 | 0.7
Cc1ccc(C(=O)Nc2ccc(C)c(S(=O)(=O)N(C)C)c2)s1 | -3 | 0 | . | -1 | -2 | 5 | -6 | -0.4 | 7 | 2.3
Cn1c(=O)oc2cc(S(=O)(=O)NCCC(=O)N3CCc4ccccc4C3)ccc21 | -6 | 1 | 6.4 | 1 | -14 | -13 | 31 | -0.4 | 10 | -0.2
O=C(NCc1ccccc1)C1CCCC1 | 0 | 0 | . | . | . | . | 11 | . | . | 2.8
COc1ccccc1Nc1nc(N)nc(CN2CC(C)CC(C)C2)n1 (centres undefined) | 12 | 1 | -2.3 | -2 | -8 | -11 | 12 | i | -1 | 0.4
Cc1ccc(NC(=O)Nc2ccon2)cc1Cl | -2 | 1 | -0.9 | -2 | -6 | 8 | 27 | i | -11 | -1.1
CN(CCc1ccccn1)C1CCCN(S(=O)(=O)c2ccccc2)C1 (centres undefined) | 3 | -5 | -1.5 | 7 | -9 | 6 | 28 | 1.2 | 7 | -0.9
COCC(C)NCc1cccc(OC)c1OC (centres undefined) | 10 | 5 | . | 3 | -8 | 8 | 42 | -0.3 | -2 | 0.5
COC(=O)c1ccc(COC(=O)CNC(=O)c2ccco2)cc1 | -2 | -4 | 3.4 | 1 | -7 | 8 | 23 | i | -7 | -1.9
O=c1[nH]c(=S)[nH]c(O)c1N=Nc1ccc2c(c1)OCCO2 | -16 | 0 | -2.8 | -23 | 2 | -32 | -18 | -0.6 | 0 | -5.4
CCOc1ccc(NC(=O)CSc2nc3nc4c(cc3c(=O)n2CC)COC(C)(C)C4)cc1 | -4 | -2 | . | . | -8 | 0 | 12 | . | . | -2.1
Cc1nc(-c2ccc(S(=O)(=O)Nc3cc(S(=O)(=O)N(C)C)ccc3C)s2)cs1 | 3 | -3 | . | 0 | 1 | 4 | 13 | -0.4 | -4 | 1.2
COc1cc(C2SCC(=O)N2CCN2CCCCC2)ccc1O (centres undefined) | 9 | 3 | -1.4 | -1 | -14 | -6 | 17 | -0.3 | -4 | -2.1
COc1ccc(-c2ccc(-c3noc(-c4ccccc4OC)n3)c(OC)n2)cc1 | -21 | 6 | . | 21 | -10 | 61* | 6 | 3.1 | 13 | -0.9
CCCCc1nc2cc(C(=O)NC3CCOC(C)(C)C3)ccc2o1 (centres undefined) | -1 | 0 | 2.2 | 4 | -7 | -1 | 14 | 0.4 | -14 | -0.7
O=C(N1CCN(c2cccc(Cl)c2)CC1)C1(S(=O)(=O)c2ccc(Cl)cc2)CC1 | -1 | 3 | . | 1 | -3 | -9 | -21 | -0.3 | -3 | -2.6
CCCn1nc(C(=O)NNC(=O)CSCC(=O)Nc2cc(C)on2)c2ccccc2c1=O | -1 | . | . | -4 | -3 | -5 | . | -2.1 | 6 | 4.0
CC(C)CC(=O)N1CCN(Cc2ccccc2Br)CC1 | -7 | -1 | -1.6 | 2 | -17 | 4 | -18 | 144* | 15 | 1.3
CCNC(=S)N/N=C/c1ccc(-c2ccccc2)o1 | -17 | 3 | . | 3 | . | 3 | 1 | -0.3 | 30 | 1.3
O=C(NCCC1=CCCCC1)c1ccc([N+](=O)[O-])cc1 | 1 | -1 | . | 12 | -6 | -5 | 46 | -0.3 | 6 | -0.9
CCC(=O)C(CCN1CCOCC1)(c1ccccc1)c1ccccc1 | -8 | . | . | 0 | 5 | 1 | . | -0.3 | -2 | -1.3
COc1ccc(CNC(=O)COC(=O)[C@H](Cc2c[nH]c3ccccc23)NC(=O)c2cccs2)cc1 | -13 | 1 | -0.6 | 3 | 16 | -8 | 13 | 2.5 | -4 | -2.3
O=C(Nc1ccccc1C(=O)O)c1ccc(Br)o1 | -4 | 7 | -0.5 | 6 | 3 | 0 | 30 | -1.5 | 16 | 3.9

Entries of single compounds as entered above. Values in the order: Rv3671c protease	3CLpro inhibitor	BioA inh	Mtb FBA inh	SSB-PriA inh	MazEF act	VHR inh abs	Vc quorum ag	GDH-TPI inh	UGM FP inh
COc1ccccc1Nc1nc(N)nc(CN2CC(C)CC(C)C2)n1 (centres undefined) in the list: 12	1	-2.3	-2	-8	-11	12	i	-1	0.4
COc1cc(C2SCC(=O)N2CCN2CCCCC2)ccc1O (centres undefined) in the list: 9	3	-1.4	-1	-14	-6	17	-0.3	-4	-2.1
COc1ccc(-c2ccc(-c3noc(-c4ccccc4OC)n3)c(OC)n2)cc1 in the list: -21	6	.	21	-10	61*	6	3.1	13	-0.9

Continuation:
SMILES | Rv3671c protease | 3CLpro inhibitor | BioA inh | Mtb FBA inh | SSB-PriA inh | MazEF act | VHR inh abs | Vc quorum ag | GDH-TPI inh | UGM FP inh
COCOc1ccc(-c2oc3c(C/C=C(\C)CCC=C(C)C)ccc(O)c3c(=O)c2OCOC)c(OCOC)c1 | 7 | . | -0.9 | 6 | -9 | 6 | . | -0.3 | -1 | 0.5
CCc1nnc(NC(=O)c2ccc(COc3ccccc3C)o2)s1 | 7 | 2 | -2.0 | 1 | -1 | 7 | -11 | i | 1 | 1.3
O=c1c(/C=C(\O)c2ccccc2)nc2ccccc2n1-c1ccccc1 | -3 | 4 | . | -22 | -12 | -428 | -2 | 2.8 | -1 | ?
CCC(=O)c1ccccc1OCC(=O)Nc1c(C)cccc1C | -2 | -3 | . | 2 | -9 | 4 | 13 | 3.3 | 11 | -0.7
NS(=O)(=O)c1ccc(CCNC(=O)CSc2nc3ccccc3c(=O)n2CCC(=O)N2CCCCC2)cc1 | -13 | 3 | . | 1 | -2 | 2 | 6 | -0.4 | -5 | -3.7
CCOC(=O)N1CCN(c2ccc(C(=O)c3cccc(F)c3)cc2)CC1 | 5 | 2 | 1.3 | 4 | -29 | -2 | 10 | -1.5 | 22 | 2.5
O=C(O)CSc1nnc(-c2ccc(Cl)cc2Cl)n1-c1ccc(Br)cc1 | -5 | 1 | 21 | 0 | 1 | 4 | 8 | i | 1 | 0.1
CCCCCCn1cnc2c(c1=O)c1nc3ccccc3nc1n2Cc1cccs1 | -2 | -6 | -0.8 | 3 | -17 | -9 | 19 | . | 0 | 1.9
O=C(COC(=O)c1ccc(O)cc1)NCCC1=CCCCC1 | -2 | 3 | . | 5 | -14 | -2 | 18 | -0.3 | 3 | 1.1
Cc1ccc(NC(=O)C=NOCC(=O)Nc2cc(C)cc(C)c2)cc1 | -14 | . | -1.7 | 0 | -5 | -14 | . | -1.6 | -2 | -1.9
O=C(OCc1cn([C@H]2CN(Cc3cccs3)[C@@H](c3ccc(Cl)cc3)C[C@@H]2O)nn1)c1ccccc1 | . | . | -1.1 | -1 | . | 1 | . | -0.6 | 8 | .
CCOC(=O)N1CCN(C(=O)Cn2ncc3ccccc32)CC1 | 7 | 0 | -1.0 | 0 | -8 | 9 | 7 | -0.1 | 0 | -0.9
O=C(N/N=C/c1ccncc1)c1nc(-c2ccccc2)n2c1CCCCC2 | -5 | 7 | 0.2 | 2 | . | 9 | 42 | -0.4 | 6 | 0.5
CNCC(=O)c1ccccc1 | -8 | . | -1.8 | 2 | 6 | 7 | . | -0.5 | 8 | 2.2

Screening results as filed in PubChem.

The list is partial. The share of hits here may be higher or lower than overall.
